Compound activity (PubChem BioAssay)
TTR transcr act: activators of transthyretin transcription. SH-SY5Y TTR promoter Gaussia luciferase, luminescence; 100% = recombinant luciferase protein wells. activation, % at 16.7 µM. AID 1117267. actives 1.3% (n = 92,000);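 active means activation above the mean of all tested compounds plus 3 SD, cut at about 9.5% in these data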;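 further: cells exposed to compounds for one day before reading; 0% = median of all test compound wells on the plate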
* marks the source's active call; other numbers are inactive results; & = joins results of further samples.

mol,TTR transcr act
COC(=O)CCCCC1SCC(NC(=O)c2ccccc2)C1Cl (stereo not given),0.6
CCCc1nc2ccccc2c(=O)n1-c1ccc(OC)cc1,0.5
CCOC(=O)C(O)(c1ccc(NC(=O)NC)cc1)C(F)(F)F (stereo not given),0.9
CCC(=O)OC1(c2ccccc2)C(C)CN(C)CC1C (stereo not given),0.4
Cc1ccc(-n2c(O)c(/C=N/NC(=O)c3ccncc3)c(=O)[nH]c2=O)cc1,-1.9
CC(c1ccccc1)[n+]1ccccc1 (stereo not given),3.2
C=CCn1c(O)c(C(CC)=Nc2cccc(C(=O)O)c2)c(=O)[nH]c1=O,0.9
CCNC(=S)N1CCn2cccc2C1c1cccnc1 (stereo not given),-1.5
CCCOC(=O)c1ccc(-[n+]2c(-c3ccccc3)cc(-c3ccccc3)cc2-c2ccccc2)cc1,-10.1
Cc1ccccc1N1CCN(C2CCCN(C(=O)Cc3c(C)noc3C)C2)CC1 (stereo not given),3.2
Oc1ccccc1-[n+]1c(-c2ccccc2)cc(-c2ccccc2)c(O)c1-c1ccccc1,1.4
COC(=O)C1=C(c2ccc(F)cc2OCc2ccccc2)C[C@@H]2CC[C@H]1N2C(=O)N1CCC(O)(c2ccc(Cl)cc2)CC1,-3.5
C=C[C@@H]1C2=CCOC(=O)C2=CO[C@H]1O[C@@H]1O[C@H](CO)[C@@H](O)[C@H](O)[C@H]1O,-2.6
O=C(C1CC(=O)N(C2CCCC2)C1)N1CCC2(CC1)OCCO2 (stereo not given),-1.6
C[C@]12CCC3C(CC[C@H]4C[C@@H](O)CC[C@]34C)C1C/C(=N/O)[C@@H]2O (stereo not given in full),-0.5

Next structures follow:
mol,TTR transcr act
COc1cc2ccc(=O)oc2c2ccoc12,-0.1
Cc1cc(C=C2C(=O)NC(=S)NC2=O)c(C)n1-c1ccc2c(c1)OCO2,1.1
CCN1CCN(Cc2nnnn2C(C)(C)C)CC1,3.9
Cc1ccc(-n2c(C)cc(/C=C3\C(=O)NC(=O)N(C)C3=O)c2C)cc1C,-0.9
NC(Cc1nc2ccccc2[nH]1)c1ccc(Cl)cc1 (stereo not given),-2.8
O=C(Nc1ccccc1OC(=O)N1CCOCC1)N1CCOCC1,-0.8
COc1cccc(C(c2nnnn2-c2ccc3c(c2)OCCO3)N2CCC3(CC2)C(=O)NCN3c2ccccc2)c1OC (stereo not given),-3.2
O=C(NCC1=C(c2cccc3ccccc23)C[C@@H]2CC[C@H]1N2Cc1ccco1)c1cccnc1,2.6
COP(=O)(OC)C(C)NC(=O)OCc1ccccc1 (stereo not given),6.1
O=C(CN1C(=O)CN=C(c2ccccc2Cl)c2cc(Cl)ccc21)NCc1ccco1,-0.9
C[N+]12CN3CN(CN(C3)C1)C2,-1.9
CC(C)OC(=O)C1C(=O)NC2(C)CC1c1ccccc1O2 (stereo not given),4.7
CCOC(=O)c1ccc(N=C(C)c2c(O)[nH]c(=O)[nH]c2=O)cc1,-0.5
COC(=O)C1=CO[C@@H](C)[C@@H]2CN3CC[C@]4(C(=O)Nc5ccccc54)[C@@H]3C[C@H]12,6.4
C=CCCC1(C(C)C)C(=O)NC(=S)NC1=O,-0.3

Going on with the list.
mol,TTR transcr act
CCOc1ccc(-c2cc(C)[n+](CCN(CC)CC)c(-c3ccc(OCC)cc3)c2)cc1,-6.3
CN1CC(Br)C(=O)NC1=O (stereo not given),2.3
COc1ccc(C(=O)C2CN(C)CC2C(=O)c2ccc(OC)cc2)cc1 (stereo not given),0.0
COc1ccc(CN2CCCC(C(=O)c3ccccc3SC)C2)cc1O (stereo not given),-0.7
COC(=O)C1=C(c2ccccc2OCc2ccccc2)C[C@@H]2CC[C@H]1N2C(=O)NCc1ccc([N+](=O)[O-])cc1,-0.6
O=C(O)C(Cc1cnc[nH]1)NS(=O)(=O)c1ccc(Br)cc1 (stereo not given),2.3
CN1CC[C@]23c4c5ccc(OC6OC(C(=O)O)[C@@H](O)C(O)[C@H]6O)c4OC2C(O)C=CC3[C@H]1C5 (stereo not given in full),-0.8
COc1ccc(-n2c(=O)[nH]c3ccccc3c2=O)c(OC)c1,1.2
CC1CC2(O)c3nonc3CCC2N1O (stereo not given),-0.1
CCCCn1c(O)c(C=NC2CCCCC2N)c(=O)[nH]c1=O (stereo not given),-0.7
Cc1ccc(CC(=O)N2CCN(Cc3ccccc3)CC2)cc1,-1.2
CCCC(C)C1(CC)C(=O)NC(=Nc2ccc(OC)cc2)NC1=O (stereo not given),0.0
O=[N+]([O-])c1ccc(NCCCN2CCOCC2)nc1,-1.6
COc1ccc2c(c1)c(C(=O)CN1CCN(C)CC1)c(C)n2Cc1ccccc1,-2.0
CN1CC(C(=O)c2ccc(F)cc2)C(c2c(F)cccc2Cl)C1 (stereo not given),-0.1

Later entries:
mol,TTR transcr act
CC1[C@H]2Cc3ccc(O)cc3[C@]1(C)CCN2C (stereo not given in full),-0.6
CN1C(=O)N(C)C(=O)C2(Cc3cc(NC(=O)c4ccccc4Cl)ccc3N3CCCC32)C1=O (stereo not given),-0.6
CC(=O)Nc1ccc(S(=O)(=O)NC(CC(=O)N2CCC3(CC2)OCCO3)C(C)C)cc1 (stereo not given),3.7
Nc1nc(N)c2cnnn2n1,0.7
O=C1NC(=O)C(Cc2ccccc2)(Cc2ccccc2)C(=O)N1Cc1ccccc1,-2.0
CN1C(=O)N(C)C(=O)C2(Cc3ccccc3N3CCCC32)C1=O (stereo not given),-0.5
O=[N+]([O-])c1ccc(CNCCc2ccccc2)cc1,0.5
CC(=O)OC[C@]12CCC(C)=C[C@H]1O[C@@H]1[C@H](O)[C@@H](OC(C)=O)[C@@]2(C)[C@]12CO2,-6.5
CC1CCCN(CC(=O)c2ccc(Cl)c(Cl)c2)C1 (stereo not given),7.9
COC(=O)C1=C(c2cc3ccccc3o2)C[C@@H]2CC[C@H]1N2C(=O)NCc1cccc2ccccc12,2.3
CCCCCCn1c(N)c(C(=O)NCCN2CCOCC2)c2nc3ccccc3nc21,-2.2
CCN(C(=O)CN1CC=C(c2ccccc2)CC1)c1c(N)n(Cc2ccccc2)c(=O)[nH]c1=O,1.8
COc1ccc(SCC2CN(C)CCC2c2ccc(F)cc2)cc1 (stereo not given),-1.0
CCC(=O)OC(Cc1ccccc1)(c1ccccc1)[C@H](C)CN(C)C (stereo not given in full),7.3
Cc1cc(-c2ccccc2)cc(-c2ccccc2)[n+]1CCc1ccccc1,-8.6

More structures follow:
mol,TTR transcr act
O=C(Cc1ccc([N+](=O)[O-])cc1)N1CCN(Cc2ccc3c(c2)OCO3)CC1,0.9
Cc1cc(C)c(C2=NOC(O)(C(F)(F)F)C2)c(=O)[nH]1 (stereo not given),9.6
CCN1CCN(Cc2cc(OC)c3c(c2)OCO3)CC1,0.8
O=C1NC(=O)C(CCc2ccncc2)(c2ccccc2)C(=O)N1,-1.3
C=C(C=O)CC1CC(O)[C@]2(C)OC3CC4OC5C[C@]6(C)O[C@]7(C)CCC8OC9C[C@]%10(C)OC%11C(C)=CC(=O)OC%11CC%10OC9C[C@@H](C)C8OC7CC6O[C@]5(C)C/C=C\C4OC3CC2O1 (stereo not given in full),-5.3
O=C1Nc2ccccc2Oc2ccccc21,0.0
CCc1ccc(CN2CCCC(C(=O)c3sccc3C)C2)o1 (stereo not given),3.2
CC(Cc1ccccc1)[n+]1cc(/N=C(\[O-])Nc2ccccc2)on1 (stereo not given),0.4
O=C1NCN(c2ccccc2)C12CCN(C(c1cc3ccccc3o1)c1nnnn1-c1ccc3c(c1)OCCO3)CC2 (stereo not given),-1.2
c1ccc(CNc2c3c(nc4ccccc24)CCC3)cc1,-2.6
CC(C(=O)c1c[nH]c2ccccc12)N1CCN(C(=O)c2ccco2)CC1 (stereo not given),2.3
CCC(=NCc1cccnc1)c1c(O)n(-c2ccccc2C)c(=O)[nH]c1=O,4.5
NP(=O)(OCCCc1ccccc1)Oc1ccccc1Cl (stereo not given),0.6
COCCNC(=O)N1[C@H]2CC[C@@H]1C(C(=O)OC)=C(c1ccc(-c3ccccc3)c(F)c1)C2,-5.6
CN(C)C(Cc1ccc(Cl)cc1)C(=O)c1ccccc1 (stereo not given),-1.3

Filtered by structure, those above with fluorine
mol,TTR transcr act
CCOC(=O)C(O)(c1ccc(NC(=O)NC)cc1)C(F)(F)F (stereo not given),0.9
COC(=O)C1=C(c2ccc(F)cc2OCc2ccccc2)C[C@@H]2CC[C@H]1N2C(=O)N1CCC(O)(c2ccc(Cl)cc2)CC1,-3.5
CN1CC(C(=O)c2ccc(F)cc2)C(c2c(F)cccc2Cl)C1 (stereo not given),-0.1
COc1ccc(SCC2CN(C)CCC2c2ccc(F)cc2)cc1 (stereo not given),-1.0
Cc1cc(C)c(C2=NOC(O)(C(F)(F)F)C2)c(=O)[nH]1 (stereo not given),9.6
COCCNC(=O)N1[C@H]2CC[C@@H]1C(C(=O)OC)=C(c1ccc(-c3ccccc3)c(F)c1)C2,-5.6

Further entries follow.
mol,TTR transcr act
COC(=O)C1=C(c2ccccc2)C[C@@H]2CC[C@H]1N2C(=O)NCCS(C)=O (stereo not given in full),0.9
Cc1cc(N2CCNCC2)nc2ccccc12,1.9
Cc1ccc2cc(C=C(C#N)C#N)c(Cl)nc2c1,0.6
O=C1NC(=O)C(=Cc2ccccc2[N+](=O)[O-])C(=O)N1,-1.3
CC1CCC(NCCc2ccc3c(c2)OCO3)CC1 (stereo not given),2.7
C=CCOC(=O)C1=C(C)OC(N)=C(C#N)C12C(=O)N(CN1CCOCC1)c1ccccc12 (stereo not given),11.5*
COCc1cc(OC(=O)N(C)C)nc(-c2ccccc2)n1,1.9
CCn1c(=O)n(CC)c2cc([N+](=O)[O-])c(N3CCNCC3)cc21,0.7
CCCNS(=O)(=O)c1ccc(OCC(=O)N2CCN(Cc3ccccc3)CC2)cc1,2.4
CC(=Nc1c(C)n(C)n(-c2ccccc2)c1=O)c1c(O)n(Cc2ccccc2)c(=O)[nH]c1=O,-1.7
Cc1cc(O)c(CN2CC=C(c3ccccc3)CC2)cc1C(C)C,3.2
OC1(c2ccc(F)cc2)CC2CCC(C1)N2Cc1nnnn1C1CCCC1 (stereo not given),-2.3
O=C(NCC1=C(c2ccc3ccccc3c2)C[C@@H]2CC[C@H]1N2Cc1ccco1)c1nccs1,0.0
O=C(Cc1ccc(N(CCCl)CCCl)cc1)NC(Cc1ccc(Cl)cc1)C(=O)O (stereo not given),5.7
Nc1ccccc1C(=O)OCC(=O)N1CCc2ccccc21,-1.3

Next compounds follow.
mol,TTR transcr act
O=C(/C=C/C=C/c1ccccc1)CC1(O)C(=O)Nc2ccccc21 (stereo not given),0.2
CN1CCN(c2nc3ccccc3c(=O)n2-c2ccccc2)CC1,3.8
CCCC12CN3CC(CCC)(CN(C1)C3c1ccccn1)C2=O (stereo not given),-0.1
COC(=O)[C@@H](c1ccccc1)C1CCCCN1 (stereo not given in full),-2.1
C=CCCC1(CC)C(=O)NC(=S)NC1=O,1.5
Cc1ccccc1CN1CCN(Cc2ccccc2)CC1,-0.4
COc1cccc(C(=O)C2CCCN(C3CCOCC3)C2)c1 (stereo not given),1.1
CNC(=S)N(C)CCc1cc2c(c(OC)c1/C=C1/C(=O)NC(=O)N(C)C1=O)OCO2,0.5
Cc1cc(C)c(C)c(C(O)(C(=O)O)c2ccccc2)c1C (stereo not given),1.4
CCOC(=O)[C@]12Cc3cc(OC)ccc3[C@H]1N(C1CCCCC1)C(=O)c1ccccc12,-6.2
CC(C)CC(N(C)C)C1(c2ccc(Cl)cc2)CCC1 (stereo not given),-0.7&0.0
CCOC(=O)CCCCCNC(=O)c1c(O)[nH]c(=O)[nH]c1=O,2.4
O=c1ccc2cc3ccoc3c(O)c2o1,1.2
CC1CN1P(=O)(Oc1ccc2ccccc2c1)N1CC1C (stereo not given),-1.9
O=C(CNC(=O)c1ccc(Br)cc1)Nc1ccc(Br)cc1C(=O)c1ccccc1,7.0

(list continues)
mol,TTR transcr act
COC(=O)C1=C(c2cc3ccccc3s2)C[C@@H]2CC[C@H]1N2C(=O)NC1CC1,9.0
Nc1ccc(C2(c3ccc(N)cc3)CCCCC2)cc1,-0.9
Cc1ccc(CNCCc2ccc(F)cc2)s1,0.0
O=C(Nc1ccc(F)cc1)N1CC2CC(C1)c1cccc(=O)n1C2 (stereo not given),0.9
c1ccc2c(c1)CNCc1cnnn1-2,-0.4
CC(=O)N[C@@H]1CC[C@@]2(O)[C@H]3Cc4ccc(O)c5c4[C@@]2(CCN3CC2CC2)[C@@H]1O5,-1.6
COC(=O)C1=C(c2cc3ccccc3s2)C[C@@H]2CC[C@H]1N2C(=O)NCc1ccco1,0.3
FC(F)(F)c1ccc(-c2ccc3c(c2)CNCc2cnnn2-3)cc1,-1.4
Cn1nccc1C(=O)N1CCC2(CC1)OCCO2,-0.8
CC(C)(C)c1ccc(C(=O)C2CCCN(Cc3ccon3)C2)cc1 (stereo not given),0.1
CCc1nccc2c1[nH]c1ccccc12,4.2
COc1cc(OC)c2c(c1)O[C@@H](c1ccc(OC)c(OC)c1)[C@H](O)C2,-0.8
COc1ccc(CN2C(=O)NC(=O)/C(=C/c3ccc(OC)c(OC)c3OC)C2=O)cc1,1.6
CCN(C(=O)COC(=O)Cc1ccccc1)c1c(N)n(Cc2ccccc2)c(=O)[nH]c1=O,1.1
COc1cc2c(c3oc4cccc(O)c4c(=O)c13)[C@@H]1C=CO[C@@H]1O2,1.6

Three entries picked at random from those above:
mol,TTR transcr act
COc1cc(OC)c2c(c1)O[C@@H](c1ccc(OC)c(OC)c1)[C@H](O)C2,-0.8
Cn1nccc1C(=O)N1CCC2(CC1)OCCO2,-0.8
Nc1ccc(C2(c3ccc(N)cc3)CCCCC2)cc1,-0.9

Some of the compounds tested. The share of hits here may be higher or lower than overall.
